Screens deposited in PubChem BioAssay by several laboratories.
Dynein transport – blocks dynein driven cargo transport along microtubules; 3617.4 mouse cells, GR-EGFP nuclear translocation imaging; test concentration mostly 20 µM; stimulated with dexamethasone, 1 µM; active compounds read low; z-score, hits read low; hit rate 0.47% among 220,000; AID 1381;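 active = plate z-score of nuclear minus cytoplasmic receptor signal below a set negative limit, without overly bright fluorescence or cell loss, cut at about -3.5 in these data, passing the limit was not always enough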;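 also: z-score of nuclear minus cytoplasmic ring GR-EGFP intensity difference per well; some compounds called inactive have numbers as strong as hits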
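medium = tetracycline-free induction medium containing charcoal-stripped FBS | probe or stimulus = dexamethasone, 1.0 µM final | timing = 48 h induction, then 1 h compound, then 30 min agonist, 37 °C | detection = automated 10x imaging of fixed Hoechst-stained cells | read-out basis = nuclear versus cytoplasmic GR-EGFP signal, averaged per well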
b-catenin transl – beta-catenin nuclear translocation modulation | HeLa beta-catenin nuclear translocation, immunofluorescence imaging | nuclear translocation activity, % at 5 µM | hit rate 0.3% among 190,000;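 active = nuclear translocation activity above 50% at 5 µM, with a well cell count of 50 or more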;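 also: per-cell ratio of nuclear to cytoplasmic median beta-catenin stain intensity; plate controls were DMSO negative control for no effect and GSK-3 inhibitor IX positive control for full effect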
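System: Human HeLa cells, endogenous beta-catenin | Compound dosing: 5 µM primary, 0.02–20 µM confirmation | Timing: 24 h compound exposure at 37°C, 5% CO2 | Measured by: Fluorescence imaging of beta-catenin antibody stain plus DAPI | Read-out basis: % activation of per-cell nuclear versus cytoplasmic median beta-catenin signal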
Insulin prom up – MIN6 insulin promoter up-regulation; AID 1625; z-score at 5 µM; MIN6 insulin promoter-GFP reporter, high-content imaging; active compounds read high; hit rate 0.3% among 190,000;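 active = z-score above 3 at 5 µM with at least 500 cells counted in the well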
TNAP activation fold – stimulation of alkaline phosphatase TNAP activity – biochemical, luminescent, no phosphate acceptor, uHTS, primary screen (AID 1001); purified TNAP, luminescent activation assay, no phosphate acceptor; higher activation fold means a stronger effect; hit rate 0.03% among 200,000; one-dose activation fold at 20 µM; EC50 in µM for titrated hits; in the data active = activation fold from about 3, or a potency from the dose series; inactive = the rest, 99 in 100 with activation fold below about 1.6; also: many of its hits are not listed in these tables
Lipid droplet – hepatic lipid droplet formation modulation; inhibition, % at 6.5 µM; AML12 mouse hepatocytes, oleate lipid droplets, BODIPY imaging; hit rate 0.4% among 240,000; AID 1656;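 active = lipid droplet intensity inhibited by at least 50%, with more than 500 cells counted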
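Test system: AML12 hepatocytes (mouse); reagent: oleate loading, 100 µM; dosing: one dose, 6.5 µM compound; incubation: overnight exposure; signal: fluorescence imaging, 20x objective, two fields per well; read-out basis: % inhibition of corrected integrated BODIPY droplet signal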
T cell HTS – modulates CD8 T cell binding to vesicles | 2C CD8+ T cell-vesicle binding, flow cytometry; active compounds read low | hit rate 0.068% among 330,000 | AID 2052 | calls only at 7 µM;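 active = response, share of CD8 T cells binding vesicles, and their 90th percentile fluorescence all below set limits, cut at about 80% in these data, passing the limit was not always enough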
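incubation = binding step 1.5 h, 37 °C, antibody labelling 20 min, ice | test system = 2C mouse CD8+ T cells | read-out basis = percent CD8+ FL2 mean versus row control | controls = Peptide-free naked vesicles (low) and QL9 vesicles with 0.7% DMSO vehicle (high) | detection = flow cytometry of vesicle-bound cells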
PMI inhibitors – inhibitors of human PMI, primary screen, biochemical, fluorescence intensity, coupled assay (AID 1209). hit rate 0.42% among 190,000. purified PMI enzyme, coupled fluorescence intensity; higher % means a stronger effect. one-dose inhibition, % at 20 µM; IC50 in µM for titrated hits; in the data active = inhibition above about 50%;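 also: plate controls were DMSO vehicle for no effect and wells lacking substrate for full effect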
Myeloid diff 2 – compounds promoting myeloid differentiation; ER-HoxA9 myeloid progenitors, lysozyme-GFP differentiation, flow cytometry; calls only at 10 µM; hit rate 1% among 360,000;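 active = normalized GFP-positive differentiation at or above the plate's own cutoff, the solvent-only control mean plus 3 SD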;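 also: cells exposed to compound for four days before flow analysis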
MT stabilize HCS – microtubule stabilizers in HeLa cells; HeLa tubulin immunostaining HCS, 24 h; share of cells brighter than vehicle mean+2SD; % tubulin-high responders, % at 10 µM; hit rate 0.83% among 200,000; AID 2205;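 active = plate Z-score above 3 for both tubulin-high and condensed-nucleus cell shares, with cell loss under 80%, at 10 µM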;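 also: anti alpha tubulin signal scored within the nucleus-defined area of each cell; some results filed as inactive read as strong as hits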
Dynein transport cytoplasmic EGFP – also measured in Dynein transport; calls as there; z-score; measured here: cytoplasmic GR-EGFP intensity; active compounds read high
Dynein transport nuclear GR-EGFP – also measured in Dynein transport; calls as there; z-score; measured here: nuclear GR-EGFP intensity;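 lower value marks the stronger effect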
Dynein transport cell count – recorded beside Dynein transport, whose call it bears; z-score; measured here: cell count per field
Insulin prom up cell count – recorded beside Insulin prom up, whose call it bears; cell count; measured here: cytotoxicity, nuclei count;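 total cells summed across four imaged fields per well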
Lipid droplet cells 6.5 µM – recorded beside Lipid droplet, whose call it bears; cell count; measured here: cell count, cytotoxicity flag;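 cells counted across two imaged fields per well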
b-catenin transl cell count 5 µM – recorded beside b-catenin transl, whose call it bears; cell count; measured here: cell count, cytotoxicity flag
T cell HTS vesicle-bound % – further read-out of T cell HTS, marked with its call; double positive events, %; measured here: CD8+ vesicle-bound cell fraction;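 binding gate set so that unloaded-vesicle control wells show 10% double positive cells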
MT stabilize HCS Hoechst-high % – also measured in MT stabilize HCS; calls as there; % Hoechst-high responders; measured here: nuclear condensation Hoechst responders;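 share of cells brighter than vehicle mean plus two SD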
MT stabilize HCS cytotoxicity % – further read-out of MT stabilize HCS, marked with its call; toxicity, %; measured here: cytotoxicity by cell density;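 0% = mean cell density of plate MIN control wells and 100% = no cells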
Myeloid diff 2 GFP+ MAC1+ % – further read-out of Myeloid diff 2, marked with its call; GFP+ MAC1+ double positive, %; measured here: differentiation confirmed by MAC1 staining
* hit, by the source's call; i = inactive; x = not tested or not shown.

SMILES	Dynein transport	Dynein transport cytoplasmic EGFP	Dynein transport nuclear GR-EGFP	Dynein transport cell count	b-catenin transl	b-catenin transl cell count 5 µM	Insulin prom up	Insulin prom up cell count	TNAP activation fold	Lipid droplet	Lipid droplet cells 6.5 µM	T cell HTS	T cell HTS vesicle-bound %	PMI inhibitors	Myeloid diff 2	Myeloid diff 2 GFP+ MAC1+ %	MT stabilize HCS	MT stabilize HCS Hoechst-high %	MT stabilize HCS cytotoxicity %
CN(c1cccc(NC(=O)CN(c2ccc(C34CC5CC(CC(C5)C3)C4)cc2)S(C)(=O)=O)c1)S(C)(=O)=O	0.638	-0.22	-0.118	0.79	3.9	1321	-1.66	1090	1	x	x	i	11.5	15.5%	i	14.5	4.8	1.2	13.9
COc1ccc(C2CC(c3ccccc3)=NN2C(=O)COC(=O)/C=C/c2ccc(O)c(OC)c2)cc1 (stereo not drawn)	0.573	-0.208	0.197	-0.194	-0.4	1366	0.62	1028	x	24.6	729	i	32.5	x	i	0.9	x	x	x
Cc1sc2nc(C)n(/N=C/c3ccc(O)cc3)c(=O)c2c1C	2.69	-0.313	1.58	-1.59	-10.5	1201	x	x	1.1	5.4	763	i	39.1	13.6%	i	1.4	2.5	1.3	7.0
Cc1cc(N2CCCC2)nc(N2C3CCC2CC(O)(c2ccc(F)cc2)C3)n1 (stereo not drawn)	0.666	0.741	0.853	-0.192	-2.8	1027	x	x	1.1	14.0	659	i	30.2	4.8%	x	x	2.2	0.5	9.5
Cc1ccc(OCC(=O)NCc2ccco2)c([N+](=O)[O-])n1	-0.0813	-0.327	0.628	0.109	-0.3	1478	-0.43	1453	1	-0.9	693	i	32.4	2.0%	i	0.5	5.9	2.4	9.9
Cn1cccc1Cc1nnc(SCC(=O)Nc2ccc(Cl)cc2)n1-c1ccc(F)cc1	-0.107	-0.0791	0.223	0.383	-3.1	1103	0.84	1432	1	17.1	685	i	32.7	19.9%	i	2.0	2.6	3.1	11.0
Fc1cccc(CCN2C(=S)NC[C@@H]2Cc2ccccc2)c1	-1.34	-0.276	-0.582	1.11	-1.1	1214	-1.24	1397	1.1	-13.0	728	i	14.1	10.7%	i	4.3	4.9	1.2	8.7
CCCCNS(=O)(=O)c1ccc(S(=O)(=O)N2CCC3(CC2)OCCO3)cc1	-0.865	-0.177	-0.708	0.834	1.9	851	0.03	1239	1	-8.3	570	i	33.1	-1.3%	i	0.1	2.0	2.6	7.2
O=C(COC(=O)c1ccccc1C(=O)c1ccc(Cl)cc1)NCC1CCCO1 (stereo not drawn)	1.46	-0.299	0.995	-0.89	-1.0	1116	0.14	1275	1.1	5.1	641	i	27.0	-4.2%	i	0.3	4.2	3.6	11.1
CCOC(=O)C1=C(C)NC(=O)NC1C1CC=CCC1 (stereo not drawn)	-0.385	-0.254	-0.249	0.0405	x	x	x	x	1.1	16.0	710	i	40.3	14.5%	i	3.9	1.4	2.2	4.3
CCc1cc2c(NCC3CCCO3)nc(C)nc2s1 (stereo not drawn)	-0.00563	-0.229	0.324	-0.318	-3.3	1199	-0.62	850	1.1	-3.4	750	i	20.6	-24.5%	i	0.8	3.5	1.8	5.9
CCn1c2ccccc2c2cc(NC(=O)CSc3nnc(-c4cccc(C)c4)o3)ccc21	0.182	0.491	0.569	-0.814	x	x	x	x	1.2	40.9	801	i	24.1	11.6%	i	1.7	13.3	2.3	13.3
O=C(CN1CCCCCC1)N/N=C/c1cccc(Cl)c1Cl	-0.0383	-0.272	0.116	0.0889	-4.3	541	0.01	1316	1.1	11.8	631	i	8.8	-17.7%	i	0.2	2.3	1.9	7.8
Cc1ccccc1CSCC(Nc1ccc(C(=O)O)cc1[N+](=O)[O-])C(=O)O (stereo not drawn)	0.574	-0.309	0.131	0.341	0.5	1161	-0.59	875	1	0.7	736	i	17.5	4.9%	i	1.1	1.3	1.3	7.3
CCOC(=O)c1ccc(N2C(=O)c3n[nH]c(C)c3C2c2ccc(O)cc2)cc1 (stereo not drawn)	0.354	-0.335	0.235	0.00263	-8.9	1066	-0.97	1372	1.2	x	x	i	27.1	6.0%	i	1.1	5.3	4.2	8.3
Cc1cccc(C(=O)N/N=C/c2ccc3c(c2)OCO3)n1	-0.147	0.0836	-0.665	0.0891	x	x	x	x	1.1	x	x	i	9.9	2.0%	i	2.6	4.0	1.8	2.2
CCOC(=O)C1CCCCN1Cc1ccc(OC)c(OC)c1OC (stereo not drawn)	0.587	-0.188	0.428	0.323	-0.9	1107	0.23	1085	1	x	x	i	33.8	-2.0%	i	4.3	9.7	2.4	10.4
COc1ccc(OC)c(-c2csc(N(CC3CCCO3)C(=O)C3CCCCC3)n2)c1 (stereo not drawn)	1.76	-0.186	1.54	-0.583	0.1	1087	-0.14	1389	1.1	7.6	728	i	37.3	15.1%	i	0.6	2.2	0.5	6.1
Cc1ccc(N2CN(Cc3ccco3)CNC2=S)cc1	1.85	-0.0255	0.805	-0.868	-0.2	1059	-0.14	1261	1.1	-7.6	715	i	21.7	-0.3%	i	0.4	4.7	1.9	1.5
CCCn1c(SCC(=O)c2cc(C)ccc2C)n[nH]c1=O	-0.0766	-0.0768	0.0382	0.732	-4.1	1185	x	x	0.9	-9.2	771	i	9.6	-10.0%	i	0.9	1.7	1.6	16.9
CN1CCN(CCc2nc3cc(NC(=O)c4ccco4)ccc3n2C)CC1	1.13	-0.259	0.439	-1.16	-0.1	1361	-0.21	1193	x	-1.3	648	i	48.4	x	i	0.4	x	x	x
Fc1ccc(-n2c(Cn3nnc4ccccc43)n[nH]c2=S)cc1	0.421	-0.217	0.72	-0.039	-0.7	1473	-0.2	1519	1.1	-11.4	567	i	7.8	-3.8%	i	0.5	4.1	1.4	19.7
CC1CCC(NC(=S)NCCN(C)C)CC1 (stereo not drawn)	0.279	-0.236	0.136	0.212	1.9	885	1	1707	1.1	-18.8	656	i	21.9	12.9%	i	0.5	2.5	2.3	1.8
Cc1ccc(CNC(=O)CS(=O)(=O)CC(=O)O)cc1	0.889	-0.241	0.738	0.34	-2.7	1163	-0.2	780	1.1	-3.2	763	i	59.4	6.8%	i	0.8	2.9	1.2	8.0
CCc1cccc2c(C(=O)COC(=O)c3nn(C)c(=O)c4ccccc34)c[nH]c12	0.611	-0.14	-0.0302	-0.0741	x	x	1.24	756	1.2	-0.9	689	i	19.4	17.7%	i	1.3	1.0	1.2	14.8
O=C1c2ccccc2C(=O)C1C1=Nc2ccccc2NC(c2ccccc2)C1 (stereo not drawn)	0.405	-0.0983	0.364	-1.57	-0.1	1552	0.02	1064	0.9	-3.7	688	i	27.0	x	x	x	2.0	2.0	3.6
COc1ccc(Cc2nnc(SCC(=O)NCCc3ccccc3)o2)cc1	-0.15	-0.233	0.302	0.966	x	x	x	x	1	x	x	i	57.3	-6.5%	i	0.5	1.5	1.4	8.4
CCN(CCn1cccn1)Cc1nc(-c2ccccc2)no1	0.883	0.098	0.258	-1.36	1.7	1013	-0.48	1385	1	7.2	717	i	x	1.2%	i	1.4	2.6	2.0	4.9
Cn1c(=O)c(C(=O)COC(=O)c2cc(-c3ccccc3)nc3ccccc23)c(N)n(Cc2ccccc2)c1=O	0.0106	0.33	0.425	0.403	x	x	-0.56	968	1	-5.3	711	x	x	-13.8%	x	x	2.9	3.1	11.6
CCc1cccc2c(C(=O)COC(=O)c3c(C)noc3C)c[nH]c12	1.19	0.594	0.751	-0.997	-1.1	1480	0.53	1313	1	x	x	i	57.1	-3.1%	i	3.7	2.9	1.2	10.7
Cc1cc(C)cc(OCC(=O)OCC(=O)N2CC(=O)Nc3ccccc32)c1	-0.236	0.35	0.222	0.238	-1.7	1325	0.48	1293	1.1	0.5	714	i	44.6	8.2%	i	0.8	4.7	2.3	9.5
CNS(=O)(=O)c1cccc(C(=O)OCC(=O)Nc2ccc(-c3nc4ccc(C)cc4s3)cc2)c1	0.545	-0.199	0.793	0.218	0.5	1285	0.97	1414	1	-5.4	677	i	60.2	-2.5%	i	0.0	4.9	2.5	3.9
